TRPC4 block = inhibitors of mouse TRPC4 channel; B-score at 10 µM; Q9QUQ5; HEK293 TRPC4beta/mu-opioid, DAMGO-evoked Fluo4 calcium flux; stronger effect = lower value; hit rate 0.39% among 300,000;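 active means B-score over 3 SD under the library average, no early fluorescence shift, positive overall ratio signal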
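Signal: kinetic Fluo4 fluorescence imaging of calcium influx. Material: stable TRPC4beta/mu-opioid receptor HEK293 cells. Probe or stimulus: DAMGO in two steps, submaximal then maximal.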
TRPC6 inh = blocks the mouse TRPC6 cation channel; Q61143; HEK293-TRPC6, membrane potential dye, ACh-evoked depolarization; stronger effect = lower value; B-score at 10 µM; hit rate 1.1% among 310,000;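 active means B-score under library mean minus 3 SD, initial fluorescence not abnormally high, positive integrated signal ratio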;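 further: B-score derived from integrated fluorescence ratio over the kinetic read; more negative B-score means stronger inhibition of depolarization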
ANO1 activ = mouse TMEM16A channel activation, primary screen; Q8BHY3; HEK293 TMEM16A/YFP-H148Q/I152L, iodide quench fluorescence; stronger effect = lower value; B-score at 10 µM; hit rate 0.3% among 340,000; AID 623877;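 active means fluorescence-ratio B-score plate-corrected deviation score at least 3 library SD below zero, with starting fluorescence score within 5 deviations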;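 further: channel opened by trigger with iodide after compound preincubation; score built on the fluorescence ratio of max minus min over baseline; more negative score means more quench and so TMEM16A activation or potentiation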
MrgX1 antag = human MrgX1 receptor antagonism, primary screen. Q96LB2. MRGX1-HEK293 calcium flux, Fluo-4, BAM8-22 antagonism; stronger effect = lower value. B-score at 10 µM. hit rate 1.3% among 310,000. AID 588676;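 active means calcium-response B-score plate-corrected more than 3 library SD below zero, starting fluorescence within 5 deviations, no agonist response on first addition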;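 further: peak minus trough fluorescence over baseline after final BAM8-22 challenge near maximal dose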
Target sequence (Q96LB2 whole entry, looked up): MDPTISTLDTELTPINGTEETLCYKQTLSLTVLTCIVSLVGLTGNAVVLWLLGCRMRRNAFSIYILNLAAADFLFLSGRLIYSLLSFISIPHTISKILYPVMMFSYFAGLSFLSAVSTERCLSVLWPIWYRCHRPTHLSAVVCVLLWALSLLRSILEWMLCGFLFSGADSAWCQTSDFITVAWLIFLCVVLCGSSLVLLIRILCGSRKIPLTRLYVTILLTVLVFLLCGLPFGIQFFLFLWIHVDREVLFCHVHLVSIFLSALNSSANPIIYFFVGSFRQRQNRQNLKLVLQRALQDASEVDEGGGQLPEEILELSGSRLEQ
TMEM16A inh = mouse TMEM16A channel inhibition, primary screen. Q8BHY3. HEK293 TMEM16A/YFP iodide influx fluorescence, ionomycin. normalized B-score (activity score, 25-100; higher = stronger inhibition) at 10 µM. hit rate 1.2% among 310,000;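 active means ratio plate-corrected score three or more library SD toward inhibition, starting fluorescence score within five deviations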;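 further: score derived from kinetic fluorescence span divided by baseline fluorescence per well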
MrgX1 PAM = allosterically activates human MrgX1 receptor signaling; B-score at 10 µM; hit rate 0.63% among 310,000; AID 588675; MrgX1-HEK293, Fluo-4 calcium flux, FDSS; stronger effect = higher value;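 active means plate-corrected calcium response at least 3 library SD above typical, normal starting fluorescence, not activating the receptor alone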;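 further: compound read alongside a low EC10 to EC30 dose of BAM8-22 agonist; peak minus trough fluorescence over baseline measured at the second addition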
MrgX1 ag = activates human MrgX1 receptor signaling; Q96LB2; MrgX1-HEK293 cells, Fluo-4 calcium fluorescence, agonist mode; stronger effect = higher value; hit rate 0.44% among 310,000; B-score at 10 µM;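 active means calcium response B-score plate-corrected fluorescence ratio at least 3 library SD, with starting fluorescence B-score inside 5 SD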
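System: HEK293 cells stably expressing human MrgX1 receptor; Dosing: test compound in the initial addition of three; Schedule: overnight plating, then 30 min 37 °C plus 30 min room-temperature dye loading; Detection: kinetic calcium dye fluorescence, Fluo-4 NW; Controls: per-plate positive and negative controls for Z′ factor.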
TRPC4 potent = allosteric potentiators of mouse TRPC4 channel; HEK293 TRPC4beta/mu-opioid, DAMGO EC20, Fluo-4 Ca2+ flux; stronger effect = higher value; Q9QUQ5; AID 2227; hit rate 0.42% among 310,000; B-score at 10 µM;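 active means B-score of calcium response area above 5 SD of library B-scores, with initial fluorescence ratio within 5 SD of library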;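 further: B-score of integrated fluorescence ratio over time as area under calcium response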
TRPC6 activator = mouse TRPC6 channel activation; Q61143; HEK293-TRPC6 membrane potential dye fluorescence; stronger effect = higher value; B-score at 10 µM; hit rate 0.13% among 310,000; AID 2550;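 active means B-score of the integrated fluorescence ratio above library mean plus 3 SD, and starting fluorescence ratio within library mean plus 5 SD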;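 further: higher score means more depolarization so channel activation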
SKKanGAS inh = SKKanGAS growth inhibition | S. pyogenes SKKanGAS, kanamycin growth, BacTiter-Glo, 6 h | inhibition, % at 7.5 µM | hit rate 1.3% among 300,000 | AID 1662;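 active means mean replicate score, as percent of positive control median, at least 50; inconclusive means mean below 50 but one replicate at or above 50; inactive means mean and every replicate below 50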;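 further: strain carries kanamycin resistance gene driven by streptokinase promoter and grows in 40 µg/ml kanamycin; loss of luminescence reflects streptokinase promoter inhibition or plain growth inhibition; 0% = median of DMSO wells and 100% = positive control at its reference dose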
TRPC4 agonist = opens the mouse TRPC4 cation channel | Q9QUQ5 | HEK293 TRPC4beta/mu-opioid, Fluo4 calcium fluorescence; stronger effect = higher value | B-score at 10 µM | hit rate 0.49% among 310,000 | AID 2237;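 active means B-score above 5 SD of library B-scores, and initial fluorescence ratio not above library mean plus 5 SD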;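 further: positive B-score marks a calcium rise read as TRPC4 activation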
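Assay system – TRPC4beta and mu-opioid receptor HEK293 stable cells · Measured by – Fluo4 fluorescence, kinetic · Schedule – dye loading 45 min room temperature, 110 s kinetic read · Read-out – B-scored integrated calcium fluorescence ratio · Controls – buffer and maximal DAMGO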
Starred values were filed as active, the others as inactive; i = inactive; ? = inconclusive; nt = not tested or not shown.

SMILES	TRPC4 block	TRPC6 inh	ANO1 activ	MrgX1 antag	TMEM16A inh	MrgX1 PAM	MrgX1 ag	TRPC4 potent	TRPC6 activator	SKKanGAS inh	TRPC4 agonist
O=S(=O)(c1ccc2ccccc2c1)N1CCN(S(=O)(=O)N2CCOCC2)CC1	i	i	i	-11.5*	i	i	i	i	i	-8.2	i
CC(C)NC[C@H](O)COc1ccc(CC(N)=O)cc1	nt	nt	i	i	i	i	i	nt	nt	nt	nt
CC1(C)C(C#N)=C(N)OC2=C1C(=O)CCC2	i	i	i	-5.74*	i	i	i	i	i	2.0	i
C/C(=N\NC(=O)c1nnn(-c2nonc2N)c1-c1cccs1)c1ccc(O)cc1	i	i	i	i	i	i	i	i	i	-2.2	i
CC1CCN(C(=O)CCNS(=O)(=O)c2ccc3c(c2)oc(=O)n3C)CC1	i	i	i	i	i	i	i	i	i	-2.8	i
O=C(Nc1ccc(Oc2ncnc3cc(Cl)ccc23)nc1)c1cccs1	i	i	i	i	i	i	i	i	i	7.2	i
CCOC(=O)C1=C(c2ccccc2)OC(N)=C(C#N)C1C(C)C (stereo not given)	i	i	i	i	i	i	i	i	i	-1.3	i
COc1ccc(OC)c(C2CC(=O)Nc3n[nH]c(-c4ccccc4)c32)c1 (stereo not given)	i	i	i	i	i	i	i	i	i	-2.6	i
COc1ccc(N2CC(NC(=O)N3CCN(c4ccccc4)CC3)CC2=O)cc1 (stereo not given)	i	i	i	i	i	i	i	i	i	8.9	i
O=C(Cn1cnc2c(nnn2Cc2ccccc2)c1=O)N1CCCc2ccccc21	i	i	i	i	i	i	i	i	i	-12.8	i
CCSc1nc(-c2ccco2)ccc1C#N	i	i	i	i	i	i	i	i	i	-4.3	i
CC(C)CN(CCCNC(=O)CN1C(=O)COc2ccc(S(=O)(=O)N3CCCC3)cc21)CC(C)C	i	i	i	i	i	i	i	i	i	-0.9	i
Cc1cccc(NC(=O)c2ccc3nsnc3c2)c1C	i	i	i	i	i	i	i	i	i	-12.2	i
CC(=O)NC(CCS(C)(=O)=O)C(=O)Nc1ccc(Cl)c(Cl)c1 (stereo not given)	i	i	i	i	i	i	i	i	i	-3.9	i
Cc1ccc(/C=C2\SC(=S)N(CC(=O)Nc3cccnc3)C2=O)cc1	i	i	i	i	i	i	i	i	i	3.0	i
COc1ccc(-n2nc(C(=O)Nc3cc(OC)c(OC)c(OC)c3)c3ccccc3c2=O)c(OC)c1	i	i	i	i	i	i	i	i	i	-5.9	i
CC(C)CCn1c(COc2ccccc2)n[nH]c1=S	i	i	i	i	i	i	i	i	i	1.2	i
COc1cc(C(=O)N(C)CCOc2ccc(C)cc2)ccc1OC1CCN(C(C)=O)CC1	i	i	i	i	i	i	i	i	i	-6.7	i
COc1cc(C(=O)N/N=C(\c2ccccc2)c2ccccn2)cc(OC)c1OC	i	i	i	i	i	i	i	i	i	23.2	i
COc1ccc(OCCCC(=O)Nc2cccc([N+](=O)[O-])c2C)cc1	i	i	i	i	i	i	i	i	i	-2.8	i
O=C(Nc1cc(Br)ccc1O)C1CC(c2c(F)cccc2Cl)=NO1 (stereo not given)	i	i	i	i	i	i	i	i	i	11.1	i
c1ccc2c(c1)oc1c(NCCCN3CCOCC3)ncnc12	i	i	i	i	i	i	i	i	i	0.8	i
CC12CN3CCN(CC(C3)/C1=N\N=C1/C3CN4CCN(C3)CC1(C)C4)C2	i	i	i	i	i	i	i	i	i	-15.6	i
CCN(CC)C(=O)C(=O)c1cccn1-c1ccccc1C#N	i	i	i	i	i	i	i	i	i	2.4	i
CSc1ccc(C(=O)C2CCCN(C(=O)CCc3cnn(C)c3)C2)cc1 (stereo not given)	i	i	i	i	i	i	i	i	i	0.7	i
CN(C)CCCCOc1ccc(F)cc1	i	i	i	i	i	i	i	i	i	3.7	i
COCCNC(=O)C(c1ccc(O)cc1)N(C(=O)CCC(=O)Nc1nccs1)c1cccc(C)c1 (stereo not given)	i	i	i	i	i	i	i	i	i	-11.7	i
O=C(c1ccco1)N1CCN(c2ncnc3scc(-c4ccc(F)cc4)c23)CC1	i	i	i	i	i	i	i	i	i	-3.7	i
O=C(Cn1cnnn1)NC1CCCN(Cc2ccccc2F)C1 (stereo not given)	i	i	i	i	i	i	i	i	i	-1.0	i
Cc1nccc(-c2cccc(N/N=C(\C#N)C(=O)c3ccccc3)c2)n1	i	i	i	i	100*	i	i	i	i	17.7	i
COc1ccc(C2CC(=O)c3c(ccc4ccccc34)N2)cc1OC (stereo not given)	i	i	i	i	i	i	i	i	i	0.1	i
Cc1ccc(C)c(SCC(=O)OCC(=O)Nc2ccc(S(=O)(=O)N3CCOCC3)cc2)c1	i	i	i	i	i	i	i	i	i	3.4	i
COc1cc(/C=C/C(=O)OCc2cn3cc(Cl)ccc3n2)ccc1O	i	i	i	i	i	i	i	i	i	5.1	i
CCOc1ccc2[nH]cc(C(=O)N3CCN(C4CCCCC4)CC3)c(=O)c2c1	i	i	i	i	i	i	i	i	i	-6.0	i
CCOC(=O)c1sc(C)c2c1NC(C)(c1cccc3ccccc13)NC2=O (stereo not given)	i	i	i	i	i	i	i	i	i	29.7	i
COC(=O)c1ccc(-n2c(C)cc(/C=N/n3cnnc3)c2C)cc1	i	i	i	i	i	i	i	i	i	-0.9	i
O=C(COC(=O)C1CC(=O)N(c2nc(-c3ccccc3)cs2)C1)c1ccccc1 (stereo not given)	i	i	i	i	i	i	i	i	i	-5.4	i
OC(COc1ccc2ccccc2c1Br)Cn1cnc(-c2ccccc2)c1 (stereo not given)	i	i	i	i	i	i	i	i	i	55.8*	i
COc1ccc(/C=N/c2oc(-c3ccccc3)cc2C#N)cc1OC	i	i	i	i	i	i	i	i	i	-2.8	i
Cc1cc(C)c(S(=O)(=O)NCc2ccncc2)c(C)c1	i	i	i	i	100*	i	i	i	i	-4.5	i
CCCn1c(SCC(=O)NCCc2ccccc2)nnc1-c1ccco1	i	i	i	i	i	i	i	i	i	0.6	i
O=c1[nH]c(C2CCN(S(=O)(=O)c3ccccc3)CC2)nc2c1nnn2Cc1cccc(Cl)c1	i	i	i	i	i	i	i	i	i	18.8	i
Cc1ccc2cc(C3C(C#N)=C(N)Oc4c3ccc3cccnc43)c(=O)[nH]c2c1 (stereo not given)	i	i	i	i	i	i	i	i	i	7.1	i
Cc1cc(C)c(S(=O)(=O)c2ccc(F)cc2C)c(=O)[nH]1	i	i	i	i	i	i	i	i	i	-2.5	i
O=C(CSc1ncnc2nc[nH]c12)N1CCOCC1	i	i	i	i	i	i	i	i	i	-2.7	i
CCOc1cc(C(=O)NC(=S)Nn2cnnc2)cc(OCC)c1OCC	i	i	i	-4.53*	i	i	i	i	i	13.4	i
COc1ccc(CCNC(=O)CCS(=O)(=O)c2ccc3c(c2)oc(=O)n3C)cc1OC	i	i	i	i	i	i	i	i	i	1.6	i
CCOc1cc(/C=N/NC(=O)Cn2nc([N+](=O)[O-])cc2C)ccc1OCc1ccc(F)cc1	i	i	i	-4.88*	i	i	i	i	i	4.8	i
O=C(CN1C(=O)COc2ccccc21)c1cccc(Cl)c1	i	i	nt	i	i	i	i	i	i	-1.2	i
C[n+]1ccc(C(=O)NCCC[N+](C)(C)C)cc1/C=N/O	i	i	i	i	i	i	i	i	i	-8.1	i

The listing continues.
SMILES	TRPC4 block	TRPC6 inh	ANO1 activ	MrgX1 antag	TMEM16A inh	MrgX1 PAM	MrgX1 ag	TRPC4 potent	TRPC6 activator	SKKanGAS inh	TRPC4 agonist
Cc1nnc(NC(=O)CN2CCN(Cc3ccccc3)CC2)s1	i	i	i	i	i	i	i	i	i	1.6	i
CCOC(=O)NC(Nc1ncccn1)(C(F)(F)F)C(F)(F)F	i	i	i	i	i	i	i	i	i	nt	i
O=C(NCc1cccs1)c1ccccc1[N+](=O)[O-]	i	i	i	i	i	i	i	i	i	2.5	i
CCn1c(=S)sc2c(=O)[nH]c(SCC(=O)Nc3cc(OC)ccc3OC)nc21	i	i	i	i	i	i	i	i	i	?	i
CN1/C(=C\C(=O)Nc2ccc(F)cc2)C(C)(C)c2ccccc21	i	i	i	i	i	i	i	i	i	7.4	i
CCCCn1c(N)c(N(CCOC)C(=O)COc2ccc(Cl)cc2)c(=O)[nH]c1=O	i	i	i	i	i	i	i	i	i	1.2	i
CC(C)(C)OC(=O)N1CCC(CC2CC(c3ccccc3)=NO2)(C(=O)O)CC1 (stereo not given)	i	i	i	i	i	i	i	i	i	-1.8	i
COc1ccc([C@@H]2C[C@@H](c3ccccc3)Oc3cc(C)cc(C)c32)cc1	nt	i	i	nt	nt	nt	nt	i	i	3.2	i
CCOC(=O)CNC(=O)c1ccc(SCC)cc1	i	i	i	i	i	i	i	i	i	-0.2	i
O=C(NNC(=S)Nc1ccccc1)c1ccc2ncccc2c1	i	i	i	i	i	i	i	i	i	0.2	i
Cc1ccc(-c2cc(C(=O)Nc3nccs3)c3ccccc3n2)o1	-7*	i	i	i	i	i	i	i	i	4.8	i
O=C(Nc1ccc(C(=O)N2CCCC2)cc1)Nc1ccc(Cl)cc1Cl	i	i	i	i	i	i	i	i	i	2.3	i
O=C(NCc1ccco1)C1CCCN(S(=O)(=O)c2cc(Cl)ccc2Cl)C1 (stereo not given)	i	i	i	i	i	i	i	i	i	-1.4	i
CC(C)(C)OC(=O)N1CCC[C@H]1c1nnc(SCC(=O)Nc2cccc(Cl)c2)o1	i	i	i	i	i	i	i	i	i	-2.5	i
O=C(NC(NC(=S)Nc1c(Cl)cccc1Cl)C(Cl)(Cl)Cl)OCc1ccccc1 (stereo not given)	i	i	i	i	i	i	i	i	i	76.8*	i
Cc1cccc(-c2nc(=S)c3c(n2Cc2ccco2)CCCC3)c1	i	-6.28*	i	i	i	i	i	i	i	-2.4	i
O=C(CNC(=O)c1ccccc1)NC1(C(=O)NC2CCCC2)CCCCC1	i	i	i	i	i	i	i	i	i	-2.3	i

Compound activity: PubChem, several laboratories

Not a hit list; 6.7% or so of the library scored in one or more.
